TAAR1 antag – antagonists of human TAAR1 | Q96RJ0 | CHO RD-HGA16 TAAR1, Fluo-8 calcium fluorescence, antagonist | inhibition, % at 3 µM | hit rate 1.5% among 360,000;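 active means inhibition above a per-plate cutoff, the mean inhibition of test compounds on that plate plus 3 SD, cut at about 49% in these data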;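 further: 0% = DMSO plus EC80 beta-PEA response and 100% = DMSO alone without agonist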
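Assay system: CHO-derived RD-HGA16 cells stably expressing human TAAR1 plus Gα16. Timing: 140 s kinetic read after compound, 140 s after agonist. Technique: kinetic Fluo-8 calcium fluorescence measurement. Measure: % inhibition of agonist calcium response.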
TAAR1 ag – human TAAR1 agonism; CHO RD-HGA16 TAAR1, Fluo-8 calcium fluorescence; vehicle wells 0%, saturating PEA agonist 100%; activation, % at 3 µM; hit rate 0.99% among 360,000; AID 624467;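 active means activation above the mean activation of all test compounds in the run plus 3 SD, cut at about 38% in these data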
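Test system: RD-HGA16 (CHO) cells co-expressing Gα16 and hTAAR1 / Benchmarks: DMSO vehicle as 0%, PEA at EC100 as 100% / Repeats: no replicates (n 1) / Measure: % activation from peak over basal fluorescence ratio, DMSO-to-PEA scaled / Timing: 17-24 h plating, Fluo-8 75 min 37 °C, 30 min RT / Technique: kinetic Fluo-8 calcium fluorescence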
M1 ag – human M1 muscarinic receptor agonism. P11229. CHO-K1 hM1, Fluo-8 calcium fluorescence, agonist mode; 0% DMSO, 100% acetylcholine EC100. activation, % at 3 µM. hit rate 0.33% among 360,000. AID 588814;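 active means activation above the run's mean compound activation plus 3 SD, cut at about 16% in these data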;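 further: peak over basal fluorescence ratio within a 140 s kinetic read after compound addition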
Target sequence (P11229 whole entry, looked up): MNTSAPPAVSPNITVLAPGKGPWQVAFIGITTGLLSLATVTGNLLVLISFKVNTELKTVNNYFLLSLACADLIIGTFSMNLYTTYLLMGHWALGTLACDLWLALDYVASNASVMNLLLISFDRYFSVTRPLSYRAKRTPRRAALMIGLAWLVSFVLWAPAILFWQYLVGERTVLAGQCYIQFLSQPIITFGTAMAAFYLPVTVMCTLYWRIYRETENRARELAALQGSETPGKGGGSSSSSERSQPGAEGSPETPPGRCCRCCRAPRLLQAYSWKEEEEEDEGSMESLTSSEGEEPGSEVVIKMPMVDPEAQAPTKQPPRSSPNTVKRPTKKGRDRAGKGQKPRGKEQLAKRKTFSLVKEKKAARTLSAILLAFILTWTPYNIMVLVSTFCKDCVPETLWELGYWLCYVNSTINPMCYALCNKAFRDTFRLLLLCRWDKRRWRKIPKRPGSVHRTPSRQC
CHO parental Ca – counter-screen for OX1R antagonists: effect in parental CHO cells | hit rate 0.63% among 330,000 | AID 463079 | parental CHO-K1, ATP-induced calcium, Fluo-8 fluorescence | inhibition, % at 5.6 µM;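 active means inhibition above that plate's mean sample inhibition plus 3 SD, cut at about 26% in these data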;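 further: 0% = ATP-challenged DMSO wells and 100% = DMSO wells without ATP; some compounds past the cut are filed as inactive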
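Test system: parental CHO cells; detection: calcium-sensitive Fluo-8 fluorescence; evaluation: percent inhibition of calcium signal; also added: ATP as calcium-mobilizing challenge; repeats: one well per compound; control set: ATP-challenged DMSO wells low, unchallenged DMSO wells high; compound: single nominal dose of 5.6 µM per compound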
OXTR agonist – activates the human oxytocin receptor | activation, % at 3 µM | P30559 | CHO-OTR cells, Fluo-8 calcium fluorescence; normalized: DMSO 0%, oxytocin 100% | hit rate 0.32% among 320,000;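 active means activation above the mean of all tested compounds plus 3 SD, cutoff set per screening run, cut at about 20% in these data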;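 further: peak over basal fluorescence ratio from a 100 s FLIPR kinetic read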
CHRM1 PAM – potentiates human M1 receptor response to acetylcholine; P11229; CHO-K1 hM1, Fluo-8 calcium fluorescence, ACh EC20; 0% = ACh EC20, 100% = maximal ACh; activation, % at 3 µM; hit rate 0.088% among 360,000; AID 588819; in the data active means activation above about 19%, passing the limit was not always enough
OXTR potentiator – human OXTR potentiation; hit rate 0.061% among 320,000; activation, % at 3 µM; CHO-OTR cells, Fluo-8 calcium fluorescence, potentiator mode; 0% = oxytocin EC15, 100% = EC100; AID 2445; P30559;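 active means activation above that plate's cutoff, the mean activation of tested compounds plus 3 SD, cut at about 6.6% in these data, passing the limit was not always enough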;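 further: 100% uses oxytocin at 75 nM as the full agonist control; some results filed as inactive read as strong as hits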
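Assay system: CHO cell line stably expressing human OTR | Also added: Oxytocin at about EC15, sub-maximal agonist stimulus | Times: Compound 6 min at room temperature before oxytocin, 100 s read | Measured by: Fluo-8 intracellular calcium fluorescence, ex 470-495, em 515-575 nm | Controls: EC15 oxytocin alone as 0%, 75 nM oxytocin as 100%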
V1R ag counter – V1a receptor agonism, counter-screen for OXTR agonists | CHO-V1R cells, Fluo-8 calcium fluorescence, agonist mode; 0% DMSO, 100% 3 nM vasopressin | hit rate 0.25% among 320,000 | AID 2797 | activation, % at 3 µM | P37288;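 active means activation above the mean activation of all tested compounds plus 3 SD, per screening run, cut at about 20% in these data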;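 further: signal is peak over basal fluorescence ratio across a 100 second FLIPR read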
Target sequence (P37288 whole entry, looked up): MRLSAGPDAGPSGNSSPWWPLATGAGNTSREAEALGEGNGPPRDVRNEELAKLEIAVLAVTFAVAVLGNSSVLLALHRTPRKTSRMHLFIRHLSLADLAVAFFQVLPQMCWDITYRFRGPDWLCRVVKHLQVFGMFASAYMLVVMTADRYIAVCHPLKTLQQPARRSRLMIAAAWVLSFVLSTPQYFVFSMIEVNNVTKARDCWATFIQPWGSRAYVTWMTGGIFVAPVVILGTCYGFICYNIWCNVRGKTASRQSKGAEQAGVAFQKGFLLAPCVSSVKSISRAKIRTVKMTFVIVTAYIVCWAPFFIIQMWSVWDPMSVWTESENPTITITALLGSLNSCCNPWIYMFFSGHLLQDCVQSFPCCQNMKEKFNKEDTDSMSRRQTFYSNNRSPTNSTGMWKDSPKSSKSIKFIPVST
M1 antag – human CHRM1 antagonism; CHO-K1 hM1, Fluo-8 calcium fluorescence, ACh EC80 antagonist; inhibition, % at 3 µM; P11229; hit rate 1.3% among 360,000;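 active means percent inhibition above its own plate's cutoff, namely the mean of that plate's compound wells plus 3 SD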;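 further: peak over basal fluorescence ratio during 140 s after agonist addition; 0% = ACh EC80 plus DMSO and 100% = DMSO alone without agonist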
Active calls of the source: *; nt = no result given. Rows are unselected. Share with any hit: about 3.7%.

Short forms: A = TAAR1 antag; B = TAAR1 ag; C = M1 ag; D = CHO parental Ca; E = OXTR agonist; F = CHRM1 PAM; G = OXTR potentiator; H = V1R ag counter; I = M1 antag
> CC(=O)Nc1cccc(-c2nnc(-c3ccccc3)o2)c1
  A: -14 | B: 14 | C: -3 | D: -6 | E: 0.1 | F: 0 | G: -11 | H: 0.3 | I: 5
> CC(C)[C@H](CN1CCC[C@H]1CN1C(N)=NC[C@@H]1Cc1ccccc1)N1C[C@@H](Cc2ccccc2)N(CCc2ccc(Cl)c(Cl)c2)C1=N
  A: nt | B: nt | C: -11 | D: -19 | E: -0.5 | F: -10 | G: -7 | H: 4.9 | I: 14
> COc1ccc(N2CCN(S(=O)(=O)c3cn(C)cn3)CC2)cc1
  A: -12 | B: 3 | C: -2 | D: 5 | E: -0.7 | F: 4 | G: -15 | H: 1.4 | I: -6
> c1coc(-c2nnc(NC3=NCCC3)o2)c1
  A: -3 | B: 5 | C: -1 | D: -8 | E: 0.2 | F: 1 | G: -3 | H: 1.0 | I: 5
> COc1cc(/C=C/C(=O)Nc2nc3ccc(S(=O)(=O)NC(C)C)cc3s2)cc(OC)c1OC
  A: -24 | B: 5 | C: -4 | D: 1 | E: 0.7 | F: 10 | G: -1 | H: 0.7 | I: -7
> O=C1NC2(CCc3ccccc32)C(=O)N1CCOc1ccc(Cl)cc1 (stereo not given)
  A: 6 | B: 4 | C: -5 | D: -24 | E: 0.9 | F: 8 | G: -14 | H: 5.3 | I: -11
> Cn1c(C2=C(O)CN(c3ccccc3)C2=N)nc2ccccc21
  A: 5 | B: 5 | C: -6 | D: -3 | E: 0.2 | F: 5 | G: -3 | H: 0.3 | I: 0
> Cc1ccc(S(=O)(=O)C=CS(=O)(=O)c2ccc(C)cc2)cc1
  A: 50* | B: 28 | C: -4 | D: nt | E: nt | F: -8 | G: nt | H: nt | I: 21
> Cc1cc(-c2csc(NC(=O)c3ccccc3C(F)(F)F)n2)c(C)n1Cc1ccccc1
  A: 6 | B: 3 | C: -5 | D: 8 | E: -1.2 | F: 7 | G: -4 | H: -0.1 | I: -5
> CN(C(=O)c1cc2c(s1)-c1ccccc1S(=O)(=O)C2)c1ccccc1
  A: 14 | B: 2 | C: -4 | D: -11 | E: -1.5 | F: 9 | G: -7 | H: -0.5 | I: -11
> CCn1c(NC2CCCCC2)nc2ccccc21
  A: 17 | B: 7 | C: -6 | D: -11 | E: -2.0 | F: 0 | G: -1 | H: -1.2 | I: -21
> CCOc1ccccc1NC(=O)C1CCN(C(=O)c2cccs2)CC1
  A: -5 | B: 12 | C: -6 | D: -3 | E: 0.4 | F: 11 | G: -10 | H: 1.2 | I: -7
> C=CCNS(=O)(=O)CC12CCC(CC1=O)C2(C)C (stereo not given)
  A: -1 | B: 5 | C: -5 | D: 2 | E: 0.2 | F: -1 | G: -10 | H: 1.7 | I: 1
> O=C(NCc1cccs1)C(=O)NCC(c1ccco1)N1CCN(c2ccccc2)CC1 (stereo not given)
  A: -39 | B: 7 | C: -2 | D: -15 | E: 1.2 | F: 7 | G: -5 | H: 1.0 | I: -12
> O=C(NCC(=O)N1CCN(S(=O)(=O)c2ccc3c(c2)OCCO3)CC1)c1ccccc1F
  A: 16 | B: -1 | C: -5 | D: -15 | E: -1.0 | F: -7 | G: -1 | H: 5.7 | I: 20
> Brc1ccc(-c2n(-c3ccccn3)c3ccccc3[n+]2-c2ccccn2)cc1
  A: -18 | B: 8 | C: -7 | D: -23 | E: -2.6 | F: 7 | G: -5 | H: 0.6 | I: -13
> O=S(=O)(c1ccc2c(c1)OCCO2)N1CCC(n2nnc3cc(F)ccc32)CC1
  A: 21 | B: 8 | C: -3 | D: 0 | E: 2.7 | F: 2 | G: -9 | H: 5.0 | I: -4
> Cc1nnc(SCc2ccc(Cl)c(Cl)c2)s1
  A: -12 | B: 3 | C: -13 | D: -8 | E: -0.8 | F: 5 | G: -1 | H: -0.3 | I: -9
> Cc1cc(C)n(-c2ccc3nncn3n2)n1
  A: 4 | B: 2 | C: -4 | D: -14 | E: -0.5 | F: -3 | G: -12 | H: 1.4 | I: 4
> CC1CC(C)CN(CCCNC(=O)CC2Oc3ccccc3NC2=O)C1 (stereo not given)
  A: -10 | B: 1 | C: -12 | D: -4 | E: 1.4 | F: 5 | G: -3 | H: -0.5 | I: -9
> Cc1cc(Cl)ccc1N=C1N=C(N)c2ccccc21
  A: -20 | B: 0 | C: -6 | D: 5 | E: -2.2 | F: -4 | G: -2 | H: 2.5 | I: 2
> CC(C)CC1(C)N=C(c2ccccc2)C(=S)N1 (stereo not given)
  A: -22 | B: -2 | C: -5 | D: 4 | E: -1.3 | F: 20 | G: 1 | H: -1.6 | I: -16
> CCCCOc1ccc(C(=S)N2CCC(C(N)=O)CC2)cc1
  A: 11 | B: 0 | C: -8 | D: 7 | E: -0.6 | F: -6 | G: -7 | H: -0.1 | I: 1
> N#Cc1ccc(OCC(=O)NC(=O)NC2CCS(=O)(=O)C2)cc1 (stereo not given)
  A: -13 | B: 3 | C: -2 | D: -4 | E: 0.9 | F: -6 | G: 0 | H: 0.6 | I: 11
> Clc1ccc(-[n+]2c(-c3cccc(Br)c3)[nH]c3nc4ccccc4nc32)cc1
  A: -19 | B: -1 | C: 0 | D: 0 | E: -0.8 | F: 4 | G: -17 | H: -1.9 | I: -15

Results in OXTR potentiator and M1 ag, for some of the entries so far:
Molecule	OXTR potentiator	M1 ag
CCn1c(NC2CCCCC2)nc2ccccc21	-1	-6
CCOc1ccccc1NC(=O)C1CCN(C(=O)c2cccs2)CC1	-10	-6

(further entries)
Short forms: A = TAAR1 antag; B = TAAR1 ag; C = M1 ag; D = CHO parental Ca; E = OXTR agonist; F = CHRM1 PAM; G = OXTR potentiator; H = V1R ag counter; I = M1 antag
> COc1ccc(NS(=O)(=O)c2cccc(C(=O)NNC(=O)CNC(=O)c3ccccc3)c2)cc1
  A: -19 | B: 1 | C: -1 | D: -9 | E: -0.7 | F: -1 | G: -6 | H: -0.1 | I: -15
> CCCc1[nH]nc2c1C1(CCOC1C)C(C#N)=C(N)O2 (stereo not given)
  A: 0 | B: 4 | C: -1 | D: -9 | E: 3.1 | F: 8 | G: -15 | H: 0.8 | I: -7
> O=C(CCC(=O)Nc1cccc([N+](=O)[O-])c1)NCc1ccccc1
  A: -9 | B: 0 | C: -2 | D: 1 | E: -0.8 | F: 8 | G: -1 | H: -0.1 | I: -15
> CCOc1ccc(-n2c(SCC(=O)Nc3ccc(OC)cc3)nc3c(c2=O)SCC3)cc1
  A: -3 | B: -1 | C: -5 | D: -10 | E: -0.7 | F: 7 | G: -2 | H: -0.1 | I: -13
> CC(=O)c1ccccc1OCC(O)CN1CCN(C(c2ccccc2)c2ccccc2)CC1 (stereo not given)
  A: -29 | B: 1 | C: -6 | D: -26 | E: 2.0 | F: -15 | G: -12 | H: -0.9 | I: -14
> Cc1onc(-c2ccccc2)c1C(=O)N1CCCN(C(=O)c2c(-c3ccccc3)noc2C)CC1
  A: -9 | B: 8 | C: -3 | D: -13 | E: -1.2 | F: 14 | G: -5 | H: -0.9 | I: -9
> CCOC(=O)C1CCCN(c2c(N3CCOCC3)c(=O)c2=O)C1 (stereo not given)
  A: 4 | B: 2 | C: 1 | D: -7 | E: -0.1 | F: 9 | G: -2 | H: -0.4 | I: -7
> Cc1nc(C)n(CC(C)C(=O)N2CCN(S(=O)(=O)c3ccc(Cl)cc3)CC2)n1 (stereo not given)
  A: 9 | B: 2 | C: 7 | D: -11 | E: 0.6 | F: 15 | G: -2 | H: 1.5 | I: -3
> COc1cc(SC)ccc1C(=O)NCCCn1ccnc1
  A: 0 | B: 0 | C: -8 | D: -9 | E: -1.4 | F: 3 | G: 1 | H: 0.3 | I: -9
> O=C(C[n+]1ccccc1)N/N=C/c1ccc(Cl)cc1
  A: 7 | B: 5 | C: -8 | D: -5 | E: 2.3 | F: -8 | G: -2 | H: 0.2 | I: 16
> CCN(CC)S(=O)(=O)c1cccc(C(=O)N[C@H](C(=O)OCC(=O)NC(=O)NC)C(C)C)c1
  A: -2 | B: 12 | C: -4 | D: -3 | E: -0.9 | F: 3 | G: -7 | H: 0.4 | I: -13
> CN(C)S(=O)(=O)c1cccc(-c2nnc(SCCNCCO)n2-c2ccc(F)cc2)c1
  A: 7 | B: 9 | C: -6 | D: -17 | E: 0.4 | F: 3 | G: -14 | H: 0.1 | I: -7
> CCOC(=O)c1cc(C)sc1NC(=S)Nc1ccccc1
  A: 1 | B: 9 | C: -6 | D: -17 | E: -2.3 | F: -3 | G: -6 | H: 0.8 | I: -20
> COc1ccccc1CCNS(=O)(=O)c1cn(C)nc1C
  A: -37 | B: 4 | C: 0 | D: -8 | E: -0.7 | F: 6 | G: -6 | H: 0.5 | I: -13
> COc1ccccc1N1CCN(CC(=O)Nc2ccc(C)c(F)c2)CC1
  A: -14 | B: 6 | C: -3 | D: -29 | E: -0.1 | F: 6 | G: -13 | H: 1.9 | I: -4
> Cc1cc(NC2C3CC4CC(C3)CC2C4)n2nnnc2n1 (stereo not given)
  A: 0 | B: 9 | C: 0 | D: -10 | E: -0.8 | F: 15 | G: -8 | H: -0.5 | I: -11
> O=C(Oc1ccc2ccc(OC(=O)N3CCCCCC3)cc2c1)N1CCCCCC1
  A: 14 | B: 1 | C: 0 | D: 5 | E: 0.9 | F: -6 | G: 3 | H: 0.7 | I: 8
> O=C(N/N=C/c1cccc(OC(=O)c2ccccc2Cl)c1)c1cccnc1
  A: 54* | B: 14 | C: 1 | D: -21 | E: 2.2 | F: 2 | G: -13 | H: 2.4 | I: 11
> O=C(c1cc2c(s1)-c1ccccc1OC2)N1CCCC1
  A: -57 | B: 2 | C: -4 | D: -12 | E: -2.2 | F: -2 | G: -4 | H: -1.4 | I: 5
> Cc1ccc(/C=N/NC(=O)Cn2cnc3c2c(=O)n(C)c(=O)n3C)s1
  A: -2 | B: 7 | C: -7 | D: -8 | E: 1.7 | F: -3 | G: 3 | H: 0.5 | I: -3
> O=C(NCc1ccccc1)c1ccc2c(=O)[nH]c3c(C(=O)NCC4CCCO4)sc(=S)n3c2c1 (stereo not given)
  A: -13 | B: 0 | C: 3 | D: -10 | E: -0.6 | F: -1 | G: -8 | H: -0.7 | I: 4
